High-throughput results deposited in PubChem by several laboratories.
Cardiac RTF inh: cardiac RTF calcium desensitization; 340,000 tested, 0.12% active; inhibition, % at 7.15 µM; IANBD-labeled cardiac RTF, Ca2+ fluorescence;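 active means inhibition above the mean inhibition of all tested compounds plus 3 SD, cut at about 17% in these data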;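 further: assay run at fixed EC70 calcium of 1.6 mM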
DSG3 Ab inh: blocks pemphigus antibody binding to human desmoglein-3 | P32926 | DSG3-coupled beads, scFv-anti-DSG3-GFP binding, flow cytometry; hits give low values | binding (percent of control), % at 10 µM | 310,000 tested, 0.48% active | AID 588358;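 active means binding more than 3 SD below its plate's average and above zero; inconclusive means below that plate limit but binding exactly zero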;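 further: hits lower antibody fragment binding to DSG3; some compounds called inactive have numbers as strong as hits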
V-ATPase pH: regulators of yeast V-ATPase proton transport; S. cerevisiae, pHLuorin cytosolic pH fluorescence; response, % at 10 µM; 350,000 tested, 0.37% active; in the data active means response mostly above about 7.3%, no sharp cut-off; inactive means mostly below about 5.4%; further: actives read high; inactives centre near 0; some compounds called inactive have numbers as strong as hits; reference of the scale not given here
MOR-DOR inv ag: inverse agonists of human mu-delta opioid receptor heterodimerization. 340,000 tested, 0.21% active. inhibition, % at 9.3 µM. cell-based MOR-DOR heterodimer luminescence, inverse agonism. P35372+P41143. AID 504357; in the data active means inhibition above about 22%, passing the limit was not always enough;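 further: 0% = cells with DMSO and 100% = wells without cells with DMSO; values of inactives mirror those of a sister screen read the other way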
C-LANA FP: KSHV C-LANA DNA binding inhibition. MBP-C-LANA/FAM-LBS DNA binding, fluorescence polarization. inhibition, % at 9 µM. 340,000 tested, 0.078% active. AID 504423;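 active means highest replicate inhibition at or above 60% at 9 µM, even if other replicates fall short; inactive means all replicates below 60% inhibition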;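 further: 0% = neutral control wells and 100% = 4 µM acridine orange control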
Arrestin-AP2 inh: blocks beta-arrestin peptide binding to AP2 adaptin; FITC-arrestin peptide / GST-AP2 beads, flow cytometry; AP2 beta2 appendage carries R879A mutation; inhibition, % at 10 µM; 340,000 tested, 0.31% active;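 active means inhibition above a set limit, near 3 SD of compounds lacking own fluorescence, cut at about 54% in these data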;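 further: plate controls were DMSO wells for no effect and 5 µM unlabelled arrestin peptide for full effect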
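System: GST-AP2 R879A glutathione beads. Medium: PBS with 0.05% Tween 20 and 0.1% BSA. Also added: FITC-arrestin peptide, 50 nM. Incubation: 12 min plus 1 h, RT. Measured by: high-throughput flow cytometry of beads, ex 488, em 535 nm. Evaluation: percent drop in bead-associated FITC signal.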
Wnt act: Wnt/beta-catenin pathway activation. 300,000 tested, 1.2% active. Wnt/beta-catenin reporter cell assay, activator, plate reader. activation, % at 9.35 µM. AID 743398; in the data active means activation above about 30%, passing the limit was not always enough; inconclusive means no clear call, values can overlap the other calls;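 further: 0% = neutral control wells and 100% = positive control wells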
RTF Ca sens act: cardiac RTF calcium sensitization | IANBD-labeled TnC RTF fluorescence at EC20 calcium; 0% EC20 calcium, 100% full calcium | 340,000 tested, 0.24% active | activation, % at 7.2 µM | P19429+P45379;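 active means activation above the mean over all tested compounds plus 3 SD, cut at about 30% in these data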;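 further: rise in fluorescence read as greater calcium sensitivity of cardiac thin filaments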
MOR-DOR ag: agonists of human mu-delta opioid receptor heterodimerization | P35372+P41143 | cells, OPRM1-OPRD1 heterodimerization, luminescence | 340,000 tested, 0.3% active | activation, % at 9.3 µM | AID 504326; in the data active means activation above about 18%;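 further: 0% = vehicle-treated cells and 100% = reference agonist; values of inactives mirror those of a sister screen read the other way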
Keap1-Nrf2 PPI: disrupts human Keap1 binding to Nrf2 peptide; Q14145; inhibition, % at 9.4 µM; Keap1 Kelch-Nrf2 peptide fluorescence polarization, 1536-well; 340,000 tested, 0.15% active; in the data active means inhibition above about 12%; inconclusive means no clear call, values can overlap the other calls; inactive means below about 7.3%;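 further: human Keap1 Kelch domain with fluorescein labeled Nrf2 9mer peptide probe; 0% = neutral control wells and 100% = peptide positive control; higher means more block of Keap1 binding to Nrf2 peptide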
Target sequence (Q14145 whole entry, looked up, the tested form may be a part): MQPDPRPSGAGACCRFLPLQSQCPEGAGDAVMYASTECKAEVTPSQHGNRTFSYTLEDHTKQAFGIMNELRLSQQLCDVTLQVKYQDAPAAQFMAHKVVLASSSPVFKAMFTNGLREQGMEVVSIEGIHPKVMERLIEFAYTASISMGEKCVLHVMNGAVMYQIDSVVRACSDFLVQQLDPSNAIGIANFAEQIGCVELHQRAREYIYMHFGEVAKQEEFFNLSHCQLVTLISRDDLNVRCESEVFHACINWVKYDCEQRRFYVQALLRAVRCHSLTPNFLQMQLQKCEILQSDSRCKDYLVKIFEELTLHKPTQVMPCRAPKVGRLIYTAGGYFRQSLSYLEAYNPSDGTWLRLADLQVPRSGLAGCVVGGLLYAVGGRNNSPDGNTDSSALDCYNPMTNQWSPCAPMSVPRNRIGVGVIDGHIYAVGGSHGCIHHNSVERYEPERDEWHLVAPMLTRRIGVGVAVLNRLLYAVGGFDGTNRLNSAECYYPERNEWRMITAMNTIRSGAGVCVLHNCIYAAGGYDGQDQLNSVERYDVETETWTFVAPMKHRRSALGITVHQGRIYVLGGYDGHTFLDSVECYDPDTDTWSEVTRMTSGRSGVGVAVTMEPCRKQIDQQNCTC
* = called active by the depositor; i = inactive; ? = inconclusive; . = no result given. An unsorted share of the library. About 3.1% of those tested had a hit in this group.

item	Molecule	C-LANA FP	Keap1-Nrf2 PPI	Wnt act	MOR-DOR ag	Cardiac RTF inh	RTF Ca sens act	MOR-DOR inv ag	V-ATPase pH	Arrestin-AP2 inh	DSG3 Ab inh
1	CCN1/C(=C2\C(=O)N(C)C(=S)N2C)C=Cc2ccccc21	0.8	2	2	-0.3	-13	2	2	0	-20	95
2	C[N+](C)(C)C(Cc1ccccc1)C(=O)[O-] (centres undefined)	1.6	1	-1	-0.7	0	0	4	4	-2	.
3	COc1ccc2cc(S(=O)(=O)NCc3cccnc3)ccc2c1	-0.2	-4	1	-1.2	-18	3	7	1	-4	112
4	COc1ccc(Cc2nnc(SCC(=O)Nc3ccc(C)c(C)c3)o2)cc1OC	0.1	-4	-5	-0.3	0	-6	2	4	-8	.
5	COc1cccc(-c2cc(N3C(=O)Nc4ccccc4N3O)n[nH]2)c1	0.9	-5	-2	-2.8	-25	3	15	2	8	120
6	CC(C)(C)NC(=O)NC(=O)CSc1cccc(C(F)(F)F)c1	-0.4	-6	-1	9.8	-5	3	-53	6	1	97
7	O=C(Cn1c2ccc(F)cc2c2nc3n(c(=O)c21)CCS3)Nc1ccc(Cl)cc1F	0.6	3	-7	-1.6	3	-8	8	-2	-3	111
8	O=C(N/N=C/c1sc(=O)n(-c2ccccc2)c1Cl)c1ccccc1	-1.7	-13	75*	-1.4	-7	3	9	-1	7	97
9	CCN(CC(=O)Nc1ccc(NC(C)=O)cc1)C(=O)C1CCN(C(=O)c2ccccc2C)CC1	2.1	0	0	-3.1	3	9	16	-6	6	107
10	CCCSc1ccc([C@H]2N[C@@](Cc3ccccc3)(C(=O)OC)[C@H]3C(=O)N(CC)C(=O)[C@@H]23)cc1	-2.2	-1	-2	-0.5	-4	-2	3	-14	4	100
11	CN(C)CCCCCNCCCNC(=O)/C=N\O	1.0	-2	0	-1.1	0	2	7	-5	24	104
12	COc1cc(CNc2nnnn2C)ccc1OCc1c(F)cccc1Cl	-0.7	2	-1	-3.0	0	3	15	1	14	97
13	COc1cc2oc(-c3ccc(O)cc3)cc(=O)c2c(O)c1OC	0.3	-4	-1	-1.4	-2	2	7	1	-1	101
14	Cc1ccc(S(=O)(=O)N(C)C)cc1NC(=O)C1CCCCN1S(=O)(=O)c1ccccc1 (centres undefined)	-1.9	-6	-3	0.6	-4	-1	-2	5	4	113
15	Cc1ccc(C(=O)N=c2sccn2C)o1	-0.3	-1	4	-3.1	-10	-2	17	5	9	105
16	O=C(CCOc1ccccc1)N1CCN(c2ccc(O)cc2)CC1	1.2	-1	50*	-0.3	-6	11	2	2	-21	90
17	COc1ccc(/C(C)=N/NC(=O)CNC(=O)c2ccco2)c(OC)c1	0.5	-3	3	-3.5	-8	-3	18	0	-14	.
18	CCCN(CCC)CCNC(=S)Nc1ccc2nc3n(c(=O)c2c1)CCCCC3	-4.4	-3	4	1.3	-9	5	-6	1	-13	116
19	COc1ccc(CNC(=O)c2cc(-c3cc(C)ccc3O)n[nH]2)cc1	0.6	0	2	-0.8	4	-2	5	-3	-13	98
20	Nc1ncnc2c1ncn2[C@@H]1O[C@H](COS(=O)(=O)O)[C@@H](O)[C@H]1O	0.5	-5	-5	-1.1	5	2	6	3	7	98
21	COc1cccc(/C=N/n2c(CO)nc3ccccc32)c1OC	2.5	1	0	-1.4	-3	5	7	0	19	99
22	C/C=C/C=C/C(=O)O	-0.6	i	7	-2.4	i	i	13	-1	14	102
23	O=C(COC(=O)c1cnccn1)c1ccc([N+](=O)[O-])cc1	0.9	0	2	-4.2	2	-1	22	-3	34	107
24	O=C(COC(=O)/C=C/c1ccc(F)cc1)NCc1cccs1	0.9	3	1	-3.5	-2	-3	13	2	-7	103

2 entries drawn at random from those above, as already listed:
item	Molecule	C-LANA FP	Keap1-Nrf2 PPI	Wnt act	MOR-DOR ag	Cardiac RTF inh	RTF Ca sens act	MOR-DOR inv ag	V-ATPase pH	Arrestin-AP2 inh	DSG3 Ab inh
14	Cc1ccc(S(=O)(=O)N(C)C)cc1NC(=O)C1CCCCN1S(=O)(=O)c1ccccc1 (centres undefined)	-1.9	-6	-3	0.6	-4	-1	-2	5	4	113
24	O=C(COC(=O)/C=C/c1ccc(F)cc1)NCc1cccs1	0.9	3	1	-3.5	-2	-3	13	2	-7	103

Whole records, looked up by structure. Screens in order: C-LANA FP, Keap1-Nrf2 PPI, Wnt act, MOR-DOR ag, Cardiac RTF inh, RTF Ca sens act, MOR-DOR inv ag, V-ATPase pH, Arrestin-AP2 inh, DSG3 Ab inh
Nc1ncnc2c1ncn2[C@@H]1O[C@H](COS(=O)(=O)O)[C@@H](O)[C@H]1O in the list: 0.5, -5, -5, -1.1, 5, 2, 6, 3, 7, 98
O=C(CCOc1ccccc1)N1CCN(c2ccc(O)cc2)CC1 in the list: 1.2, -1, 50*, -0.3, -6, 11, 2, 2, -21, 90

Part of the list above, with two lines to a compound.
Every second line gives: C-LANA FP, Keap1-Nrf2 PPI, Wnt act, MOR-DOR ag, Cardiac RTF inh, RTF Ca sens act, MOR-DOR inv ag, V-ATPase pH, Arrestin-AP2 inh, DSG3 Ab inh
[23] O=C(COC(=O)c1cnccn1)c1ccc([N+](=O)[O-])cc1
    0.9, 0, 2, -4.2, 2, -1, 22, -3, 34, 107
[24] O=C(COC(=O)/C=C/c1ccc(F)cc1)NCc1cccs1
    0.9, 3, 1, -3.5, -2, -3, 13, 2, -7, 103

Following part:
item	Molecule	C-LANA FP	Keap1-Nrf2 PPI	Wnt act	MOR-DOR ag	Cardiac RTF inh	RTF Ca sens act	MOR-DOR inv ag	V-ATPase pH	Arrestin-AP2 inh	DSG3 Ab inh
25	Cn1nc(C(=O)OCC(=O)Nc2ccccc2OC(F)F)c2ccccc2c1=O	-0.9	-3	-3	-3.4	-13	-3	13	2	-1	101
26	O=C(CSc1ccccc1)NNC(=O)c1ccncc1	0.3	0	-4	-2.0	1	3	12	4	32	100
27	Cc1nc2ccccc2c2oc(C(=O)NCCCN3CCCC(C)C3)cc12 (centres undefined)	-4.3	-2	1	2.0	-8	-2	-11	0	29	.
28	Cc1cccc(CSc2nnc3c(n2)[nH]c2ccccc23)c1	3.2	3	14	-2.5	4	-4	12	1	6	.
29	Cn1c(=O)c(C#N)c(-c2ccccc2)n2cnnc12	-1.0	1	-2	0.1	-11	12	-1	-1	13	103
30	Cc1nc(NC2CCCC2)sc1C(=O)N(C)C	0.4	-3	-2	-2.2	-2	-2	9	-1	7	91
31	Cc1ccc(S(=O)(=O)NCCC(=O)Nc2cccc(S(=O)(=O)N3CCCC3)c2)cc1C	-2.2	1	-3	-0.5	-5	0	2	4	7	91
32	COC(=O)CSc1nn(-c2ccc(F)cc2)c(=S)s1	-0.6	-8	0	-1.5	-4	1	7	3	9	.
33	COc1ccc(CC(=O)N2CCC3(CC2)NCCc2[nH]cnc23)cc1	-0.8	5	2	-1.6	-9	4	9	0	-4	.
34	O=C(O)CC(C(=O)O)N1C(=O)/C(=C/c2ccc(-c3nc4ccccc4s3)o2)SC1=S (centres undefined)	19	-79	1	-0.5	-3	7	3	0	10	102
35	Cc1ccc(-c2nsc3c(N4CCC(C(N)=O)CC4)ncnc23)cc1	1.2	-1	?	-0.7	-4	0	4	2	5	88
36	CCOc1ccc(CCNC(=O)c2[nH]c(C)c(C(C)=O)c2C)cc1OCC	1.4	-1	-1	-5.1	6	-2	24	-1	1	115
37	COc1ccc(Cl)cc1NC(=O)CSc1nnc(CN2CCOCC2)n1-c1ccc(Cl)cc1	2.5	-3	.	-2.2	0	-3	12	0	3	99
38	COc1cc2c3c([nH]c2cc1F)C(=O)NCC3	-0.2	-3	-3	-3.2	-9	-2	17	0	-2	99
39	O=C(COC(=O)/C=C/c1cccc(Cl)c1)Nc1c(F)cccc1F	-1.8	-8	5	0.7	-6	-2	-3	8	-6	-5.5*
40	COC(=O)[C@H](Cc1ccc(O)cc1)NC(=O)Cn1cnc(C(=O)Nc2ccc(C)c(C)c2)n1	-1.0	-6	-2	-2.1	-2	-1	11	1	-7	98
41	CN1CCN(S(=O)(=O)c2cccc(S(=O)(=O)c3cccc(S(=O)(=O)N4CCN(C)CC4)c3)c2)CC1	0.3	0	.	-2.5	1	-1	13	1	-7	99
42	O=C(NCc1ccc2c(c1)OCO2)C12CN(Cc3ccccc3)CC1C(c1cccc([N+](=O)[O-])c1)=NO2 (centres undefined)	-2.7	0	-7	-0.8	-11	-2	5	3	27	100
43	Cc1ccc(NC(=O)CSc2nc3c(c(=O)n(C)c(=O)n3C)n2C)cc1	0.4	1	-2	0.2	-6	-6	-1	0	25	.
44	O=C(CN1CCCC1)Nc1sc2c(c1C(=O)Nc1ccccc1)CCCC2	1.9	-1	0	-1.2	-2	0	7	-1	-1	120
45	CNc1nc(Cl)nc(NC(C)(C)C)n1	-1.0	-3	.	-0.6	4	0	4	3	-6	109
46	Cc1ccc(S(=O)(=O)N2CCCCC2)cc1C(=O)NCCN1CCOCC1	-3.6	0	2	-1.4	-2	3	6	-7	-12	106
47	CCc1nc2n[nH]c(N)c2c2c1CCCC2	0.3	-2	.	-3.6	1	-3	15	1	6	106
48	Cn1c(=O)c2c(nc3n2CC(O)CN3c2ccccc2)n(C)c1=O (centres undefined)	-0.2	-6	1	-1.7	-2	11	9	-3	12	109

DSG3 Ab inh, hit marks shown above.
item	smiles	C-LANA FP	Keap1-Nrf2 PPI	Wnt act	MOR-DOR ag	MOR-DOR inv ag	V-ATPase pH	Arrestin-AP2 inh	DSG3 Ab inh
39	O=C(COC(=O)/C=C/c1cccc(Cl)c1)Nc1c(F)cccc1F	-1.8	-8	5	0.7	-3	8	-6	-5.5*

(next part)
item	Molecule	C-LANA FP	Keap1-Nrf2 PPI	Wnt act	MOR-DOR ag	Cardiac RTF inh	RTF Ca sens act	MOR-DOR inv ag	V-ATPase pH	Arrestin-AP2 inh	DSG3 Ab inh
49	Cc1ccc(CNS(=O)(=O)c2c(C)[nH]c(C)c2C(=O)N2CCCCC2)cc1	-0.7	3	-2	-2.3	-3	-5	12	1	-11	99
50	CCN(C(=O)COC(=O)COc1ccc2c(C)cc(=O)oc2c1)C1CCS(=O)(=O)C1 (centres undefined)	0.4	0	-3	-2.2	-5	-4	11	3	7	106
51	Cc1ccc(-c2csc(NC(=O)CN3CC(C)OC(C)C3)n2)cc1 (centres undefined)	-0.9	-5	1	-1.9	-7	2	9	-1	-11	93
52	CCOC(=O)C1CN(c2cc3c(cc2F)c(=O)c(C(=O)O)cn3CC)OC1C(=O)OCC (centres undefined)	-0.3	0	.	-1.0	-28	1	6	-1	3	105
53	CC(CN1CCCCC1)OC(=O)c1ccco1 (centres undefined)	0.3	2	3	-1.7	-11	4	11	2	30	.
54	CC(C)CCNC(=O)c1ccc(-n2cnc3cccnc32)cc1	-2.5	-2	3	-1.4	-3	-2	7	6	-1	94
55	COc1ccc(CN2C(=O)c3cccnc3C2=O)cc1S(=O)(=O)N(C)c1cccc(C)c1	-0.6	3	3	-1.9	-4	-2	10	-1	-6	.
56	Cc1ccc(C(=O)COC(=O)CCN2C(=O)C3C4CCC(C4)C3C2=O)cc1C (centres undefined)	-0.3	-4	3	-1.4	4	1	7	4	-10	107
